Assay outcomes from PubChem.
FBPA coupling cs: qHTS Assay for Inhibitors of Fructose-1,6-bisphosphate Aldolase from Giardia Lamblia: Coupling assay counterscreen; activity change, negative = inhibition, % at 58.2 µM, hits read low; hit rate 0.67% among 290,000; coupling enzyme system counterscreen, AmpLite Red fluorescence; in the data active = activity change below about -30%; note: % is set by controls: 0 for no effect and ±100 for the full control effect
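Fluorescence at 525 nm excitation and 598 nm emission measured inhibition of the coupled detection system without aldolase. Compounds (at 57.5 uM final) were preincubated 10 min at room temperature with coupling enzyme reagent before a 20 min substrate/AmpLite Red step.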
GALK inh: qHTS Assay for Inhibitors of Human Galactokinase (GALK) | Purified GALK, Kinase-Glo residual ATP luminescence | Potency, µM (doses to about 57.5 µM), for the others: at the highest dose activity change, negative = inhibition, most hits filed as inhibitors | hit rate 0.007% among 270,000 | AID 1868, 2009; note: potency is the fitted concentration of half-maximal effect; % is set by controls: 0 for no effect and ±100 for the full control effect
Target sequence (P51570 whole entry, looked up): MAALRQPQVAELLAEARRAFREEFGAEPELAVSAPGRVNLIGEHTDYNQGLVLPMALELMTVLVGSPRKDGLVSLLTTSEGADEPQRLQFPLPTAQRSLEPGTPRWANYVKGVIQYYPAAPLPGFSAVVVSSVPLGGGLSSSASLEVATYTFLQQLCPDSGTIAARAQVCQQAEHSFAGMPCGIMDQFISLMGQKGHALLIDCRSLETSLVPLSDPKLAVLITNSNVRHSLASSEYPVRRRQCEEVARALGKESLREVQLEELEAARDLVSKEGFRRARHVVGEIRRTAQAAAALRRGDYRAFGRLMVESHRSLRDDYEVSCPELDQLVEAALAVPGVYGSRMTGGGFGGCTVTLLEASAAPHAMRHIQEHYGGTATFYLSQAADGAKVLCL
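Kinase-Glo Plus luminescence measured ATP left after a 1 h room-temperature reaction. The reaction used 5 nM GALK, 100 uM galactose and 35 uM ATP at pH 8.0 (20 mM HEPES, 5 mM MgCl2, 60 mM NaCl, 1 mM DTT, 0.01% BSA).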
CXXC DNA block: qHTS Fluorescence Polarization Assay for Inhibitors of MLL CXXC domain - DNA interaction; Histone-lysine N-methyltransferase 2A (Homo sapiens), Q03164; MLL-CXXC / FITC-HOXA9 DNA fluorescence polarization; Potency, µM (highest dose often 115 µM), inactives show at the highest dose activity change, negative = inhibition, actives largely listed as inhibitors; hit rate 0.037% among 290,000; active = well fitted inhibition curve with a large enough effect in the polarisation, with a control signal flat, not every such curve was filed as active; inconclusive = small, poorly fitted or top-dose-only effect, or effect the other way, or a change in a side signal; inactive = no such curve, though single readings can be large or run the other way; the % refers to the polarisation; note: potency is the fitted concentration of half-maximal effect
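Fluorescence polarization: 7 uM MLL-CXXC (stock) preincubated 5 min with compounds, then 50 nM fluorescein-HOX-A9 DNA (stock) added; 30 min ambient. Buffer 50 mM Tris-HCl pH 7.5, 50 mM NaCl, 1 mM DTT, 0.05% BSA.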
Giardia killer: Small Molecules that selectively kill Giardia lamblia: qHTS | Giardia lamblia trophozoite viability | activity change, % at 7.66 µM, hits read low | hit rate 0.15% among 340,000; in the data active = activity change below about -80%; inconclusive = between about -30% and that limit;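 note: parasites exposed to compound for two days anaerobically before the ATP read; % is set by controls: 0 for no effect and ±100 for the full control effect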
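Media and compound were dispensed first, then trophozoites at 100 cells/well; plates sat 48 hrs at 37 deg C without oxygen before ATP luminescence reagent was added and read after 15-30 min at room temperature.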
hERG WT inh: qHTS for Inhibitors of KCHN2 3.1: Wildtype qHTS. activity change, % at 1.84 µM. U2OS, BacMam KCNH2, thallium flux FluxOr; stronger effect = lower value. AID 720551, 2013. hit rate 0.37% among 340,000;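 active = maximum activity change below -70%; inconclusive = maximum activity change between -70% and -50%; inactive = maximum activity change above -50%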; note: % is set by controls: 0 for no effect and ±100 for the full control effect
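U2OS cells transduced with wild-type KCNH2 virus are loaded with FluxOr dye for 45 min, and thallium flux is measured in kinetic reads before and after stimulation buffer. Rate constants are normalized to DMSO controls.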
A-T KAP1 phos: qHTS Assay for Identifying a Potential Treatment of Ataxia-Telangiectasia; […] A-T fibroblasts, KAP-1 phosphorylation AlphaLISA; neocarzinostatin DNA damage 30 min before lysis; Potency, µM (titrated, usually from 57.5 µM), for the others: at the highest dose activation, most hits filed as activators; hit rate 0.19% among 320,000; note: potency is the fitted concentration of half-maximal effect; % of control where 0% means no effect; nearly all actives have a fitted effect of over 45% in size
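hTERT-immortalized A-T patient fibroblasts ([…]), 500 cells/well in OPTI-MEM, 1% FBS, got compounds for 60 min, then NCS for 30 min at 37C. Lysates were then assayed for phospho-KAP-1 by AlphaLISA (anti-pKAP1 donor, anti-KAP1 acceptor beads), 6 hr at 25C.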
TSHR antagonist: Antagonists of the Thyroid Stimulating Hormone Receptor: HTS campaign | hit rate 0.2% among 330,000 | activity change, negative = inhibition, % at 11.5 µM | TSHR-expressing cells, TSH-stimulated cAMP HTRF, 2 h; stronger effect = lower value | AID 504810, 2011 | Thyrotropin receptor (Homo sapiens), P16473;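 active = activity change below a set negative limit, meaning inhibition stronger than a set level, cut at about -70% in these data; inconclusive = activity change between two set negative limits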; note: % is set by controls: 0 for no effect and ±100 for the full control effect
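TSHR-expressing cells were treated with compounds, then stimulated with TSH at EC80 (4nM final) for 2 hours at 37 deg C. Cellular cAMP was measured by HTRF competition between lysate cAMP and cAMP-d2 for a cryptate-labelled anti-cAMP antibody.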
TCR activator: Activators of T cell receptors: qHTS campaign. primary human leukocytes, anti-CD3, IL-2 HTRF, 48 h. Potency, µM (doses to about 9.22 µM), for the others: at the highest dose activation of IL-2 secretion, usual class: activators. 330,000 tested, under 10 active. AID 504894, 2011; note: % of control where 0% means no effect
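1) Mix primary human leukocytes, a-CD3 beads and compound. 2) Incubate 48 hr. 3) Add HTRF IL-2 reagents (a-IL-2-K, a-IL-2-d2).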
Chronic BCR inh: qHTS Assay to Find Inhibitors of Chronic Active B-Cell Receptor Signaling; hit rate 0.05% among 340,000; Potency, µM (series often up to 46.1 µM), inactives show at the highest dose ratio change, negative = lower green/red ratio, most hits filed as inhibitors; ABC-DLBCL IkBa-CBG/CBR reporter, luminescence ratio, 4 h; active = well fitted inhibition curve with a large enough effect in the signal ratio, with a control signal flat, not every such curve was filed as active; inconclusive = small, poorly fitted or top-dose-only effect, or effect the other way, or a change in a side signal; the % refers to the signal ratio;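 note: potency is the fitted concentration of half-maximal effect; plate controls were basal doxycycline-induced cells for no effect and cells given 10 µM MG132 for full effect; MG132 reads +100%, hits lower the ratio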
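TMD8 ABC-DLBCL cells carrying doxycycline-inducible green luciferase fused to IkappaBalpha plus unfused red luciferase were exposed to compounds (up to 46 uM) for 4 hrs at 37C. Activity came from the overlap-corrected green/red luminescence ratio.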
Tb PFK inh: qHTS Assay to Find Inhibitors of T. brucei phosphofructokinase; T. brucei PFK, ADP-Glo luminescence; Potency, µM (highest dose often 57.5 µM), inactives show top-dose activity, negative = inhibition, hits mostly inhibitors; hit rate 0.17% among 330,000;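 note: potency is the fitted concentration of half-maximal effect; 0% = uninhibited 1x PFK enzyme wells and -100% = no-enzyme wells; nearly all actives have a fitted effect of over 60% in size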
Target sequence (O15648 whole entry, looked up): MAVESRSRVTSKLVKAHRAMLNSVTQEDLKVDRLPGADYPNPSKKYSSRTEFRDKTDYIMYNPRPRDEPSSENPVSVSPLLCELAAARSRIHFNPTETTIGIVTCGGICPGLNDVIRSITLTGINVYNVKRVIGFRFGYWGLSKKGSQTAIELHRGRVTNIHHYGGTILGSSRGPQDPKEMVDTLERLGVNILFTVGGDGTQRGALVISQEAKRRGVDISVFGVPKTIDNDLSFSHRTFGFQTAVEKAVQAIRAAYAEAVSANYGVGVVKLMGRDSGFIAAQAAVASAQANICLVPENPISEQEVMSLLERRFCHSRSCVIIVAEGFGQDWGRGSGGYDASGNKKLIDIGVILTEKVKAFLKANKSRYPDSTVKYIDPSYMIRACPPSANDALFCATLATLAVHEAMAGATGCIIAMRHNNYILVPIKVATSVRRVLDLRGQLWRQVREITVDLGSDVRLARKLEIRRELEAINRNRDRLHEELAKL
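ADP-Glo luminescence quantified ADP after 45 min at room temperature, with 1.25 nM T. brucei PFK, 0.1 mM ATP and 0.5 mM fructose-6-phosphate in pH 8.0 TEA buffer. qHTS titrations up to 57 µM; curves classified by quality.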
Active calls of the source: *; ? = inconclusive; / = not tested or not shown; [ ] = another dose, or the depositor's remark. Unless noted, calls come from the whole dose curve; as a rule, active = well fitted curve in the direction sought with a large enough effect; inconclusive = small, poorly fitted or top-dose-only effect, or another doubt; inactive = no such curve, though single readings can be large; an effect the other way counts as inactive or inconclusive.

molecule | FBPA coupling cs | GALK inh | CXXC DNA block | Giardia killer | hERG WT inh | A-T KAP1 phos | TSHR antagonist | TCR activator | Chronic BCR inh | Tb PFK inh
CCOC(=O)C1CCCN(C(=O)c2ccc(C)c(S(=O)(=O)N3CCCCC3)c2)C1 (stereo not drawn) | / | / | / | -15 | -7 | 3% | -11 | 3% | -1% | -2%
O=C(O)c1ccc(/C=N/Nc2nnnn2-c2ccccc2)cc1 | 3 | -1% | 0% | -8 | -3 | -3% | 0 | 2%[46.1 µM] | ? | 1%
Cc1cc(NC(=O)c2ccccc2[N+](=O)[O-])ccc1Br | 1 | -3% | 6% | -5 | -10 | -12% | -3 | / | -18% | 3%
CC(=O)Nc1ccc(S(=O)(=O)N[C@@H](C)C(=O)N(C)Cc2cccs2)cc1 | / | / | / | -3 | 12 | 1% | -2 | 6% | 0% | 0%
O=C(OCC(=O)C12CC3CC(CC(C3)C1)C2)c1ccccc1O | / | / | / | 6 | 4 | 3% | -15 | -2% | 4% | -1%
Cc1cc(N(CN2CCCC2=O)C(=O)c2ccccc2)no1 | 4 | 0% | 6% | -3 | -4 | 0% | 2 | 0% | -1% | 0%
COc1ccc(CC(O)CC2c3c(cc4c(c3OC)OCO4)CCN2C)cc1 (stereo not drawn) | 0 | -2% | 5% | -10 | -1 | -12% | 1 | -8% | -3% | 2%
Cc1ccc(C)c(OCC(=O)NNC(=O)C2CCC2)c1 | / | / | / | -2 | -1 | -2% | 17 | -17% | 4% | -4%
CC[C@@H](C)[C@H](NC(=O)Cc1c(C)c2cc3c(C)coc3c(C)c2oc1=O)C(=O)O | 0 | -3% | 5% | 24 | 3 | -19% | -1 | 4% | 4% | 16%
COc1cccc(-c2cccc(NC(=O)C3CCN(Cc4nccs4)CC3)c2)c1 | / | -3% | -4% | -19 | 4 | 2% | -6 | 2% | -2% | 2%
Cc1ccc(/C=N/Nc2ccc(F)cc2)s1 | -2 | 0% | 4% | -8 | 3 | 3% | 9 | -3% | 2% | 0%
CC(=O)Oc1cccc(C(=O)Nc2cccc(C(=O)Nc3ccccc3C(=O)O)c2)c1 | 1 | -2% | -29% | ? | -16 | 12% | 0 | -4% | ? | 2%
CC1CC(C)CN(c2ncc3c(n2)CC(c2ccccc2)CC3=O)C1 (stereo not drawn) | 1 | 4% | -6% | -7 | -9 | 8% | 5 | 6% | 7% | 3%
CC(C)(C)NC(=O)c1cccc(NC(=O)Cc2ccc(Br)cc2)c1 | 6 | 2% | 9% | -1 | -17 | 10% | 3 | -2%[46.1 µM] | -2% | -4%
CC(=O)Nc1ccc(NC(=O)c2cc[n+]([O-])cc2)cc1 | -2 | 7% | 4% | -11 | -15 | -2% | -2 | 8% | -1% | -2%
CCCN1C2CCCC1CC(NC(=O)c1cccc(OC)c1)C2 (stereo not drawn) | -1 | -8% | -1% | 4 | 21 | 1% | ? | / | 2% | 4%
Cc1ccc(-n2cnnn2)c(S(=O)(=O)N2CCOCC2)c1 | 3 | 4% | 7% | 10 | -5 | 10% | 0 | 1% | 0% | 0%
COc1cccc(CNS(=O)(=O)c2cc(-c3cc(C)no3)ccc2C(C)C)c1 | -2 | -2% | 1% | -9 | 0 | 6% | -20 | 5% | 6% | -2%
COc1ccc(NC(=S)N2CCN(c3ccccn3)CC2)cc1 | 0 | 1% | 11% | -16 | -7 | 1% | 6 | -1%[46.1 µM] | 4% | 9%
Cc1ccn(CC(=O)NC2CC(C)(C)Cc3c2cnn3-c2ccc(F)cc2)n1 (stereo not drawn) | / | -2% | 26% | -3 | -3 | -1% | 1 | 1% | -5% | 0%

molecule | FBPA coupling cs | GALK inh | CXXC DNA block | Giardia killer | hERG WT inh | A-T KAP1 phos | TSHR antagonist | TCR activator | Chronic BCR inh | Tb PFK inh
COc1cc(-c2nc(CN3CCN(C(=O)c4ccco4)CC3)c(C)o2)ccc1F | / | -3% | 12% | 5 | -14 | 27% | -21 | 1% | -7% | 0%
O=C(N[C@H]1CCC(=O)N([C@H](CSc2ccc(Br)cc2)Cc2ccccc2)CC1)OCc1ccccc1 | / | / | / | 17 | -1 | -1% | -20 | 0% | -1% | 1%
O=C(NC1CCCCC1)NC1(C(=O)N2CCN3CCCC3C2)CCCCC1 (stereo not drawn) | 1 | 0% | -1% | -6 | -7 | 3% | 14 | 3%[46.1 µM] | 7% | -6%
COCCNC(=S)N/N=C(\C)c1ccc(C)c([N+](=O)[O-])c1 | -1 | -2% | 15% | 12 | -1 | -6% | 3 | 5%[46.1 µM] | ? | -1%
O=C(Nc1ccon1)Nc1ccc(F)cc1F | 0 | -2% | 3% | 0 | -7 | 4% | 1 | -3% | 0% | -5%
Cc1noc(/C=C/c2ccco2)c1S(=O)(=O)N1CCC(C(=O)N2CCc3ccccc3C2)CC1 | 3 | 1% | 10% | 6 | 1 | -1% | -7 | -8% | ? | 5%
CCCCn1c(NCc2ccccn2)nc2ccccc21 | -1 | 4% | -7% | -7 | -4 | 10% | -7 | -70% | 3% | -3%
COc1cc(/C=N/n2c(-c3ccccc3)n[nH]c2=S)cc(OC)c1OC | 5 | 2% | 1% | 31[activator] | 9 | -8% | -9 | 4% | 1% | -12%
Cc1cc2nnc(SC(C)C#N)n2c2ccccc12 (stereo not drawn) | 0 | -4% | 0% | -2 | -2 | -6% | 21 | -1%[46.1 µM] | -19% | -17%
CCc1nnc(NC(=O)CC23CC4CC(CC(C4)C2)C3)s1 | 2 | / | / | -17 | -7 | 0% | -13 | -1% | -5% | -2%
Cc1cccc(OCC(=O)NCCNC(=O)c2cccnc2)c1 | 0 | 5% | 15% | 1 | -11 | -2% | 5 | -2% | -7% | 0%
CNc1cc(C)nc(N2CCOCC2)n1 | 3 | -2% | -6% | 2 | -34 | -4% | 21 | 2% | 6% | -6%
O=C(NCC(O)c1ccccc1)Nc1cccs1 (stereo not drawn) | 0 | 9% | 18% | -13 | -7 | -10% | -2 | 6% | ? | -19%
COc1ccc(CCNC(=O)c2cc(-c3ccco3)on2)cc1OC | 0 | -1% | -2% | -29 | 2 | 1% | 0 | -7% | ? | 3%
O=c1cc(-c2ccc(O)cc2)oc2c(O)c(O)c(O)c(O)c12 | -66* | / | ? | 3 | -5 | 2% | -1 | -1% | 5% | -20%
Cc1ccc(C2c3[nH]c4ccccc4c3C[C@H]3C(=O)N(c4ccccc4C(=O)NCCCN4CCOCC4)C(=O)N23)cc1 (stereo partly drawn) | 0 | / | 7% | -27 | -4 | 9% | 2 | -1% | -1% | 1%
O=C(CCCCC(=O)Nc1ccccc1Cl)Nc1ccccc1Cl | 0 | 4% | 10% | -9 | 13 | 48% | 15 | -2% | 0% | 1%
Cc1ccccc1-n1nnnc1SCC(C)C | 10 | 9% | 5% | 5 | 4 | 27% | 12 | -10% | ? | -2%

Entries of single compounds as entered above.
O=C(Nc1ccon1)Nc1ccc(F)cc1F is entered as FBPA coupling cs = 0; GALK inh = -2%; CXXC DNA block = 3%; Giardia killer = 0; hERG WT inh = -7; A-T KAP1 phos = 4%; TSHR antagonist = 1; TCR activator = -3%; Chronic BCR inh = 0%; Tb PFK inh = -5%
Cc1cc(NC(=O)c2ccccc2[N+](=O)[O-])ccc1Br is entered as FBPA coupling cs = 1; GALK inh = -3%; CXXC DNA block = 6%; Giardia killer = -5; hERG WT inh = -10; A-T KAP1 phos = -12%; TSHR antagonist = -3; TCR activator = /; Chronic BCR inh = -18%; Tb PFK inh = 3%

Hits appear at their usual frequency. About 1.6% of those tested had a hit in this group.
